Bioassay records from PubChem.
RAD52 anneal inh: RAD52 (human) annealing inhibition; inhibition, % at 18.7 µM; recombinant RAD52 DNA annealing, FRET fluorescence; actives 0.46% (n = 360,000); AID 651710; P43351;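 active = every replicate showing at least 50% inhibition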
Target sequence (P43351 whole entry, looked up): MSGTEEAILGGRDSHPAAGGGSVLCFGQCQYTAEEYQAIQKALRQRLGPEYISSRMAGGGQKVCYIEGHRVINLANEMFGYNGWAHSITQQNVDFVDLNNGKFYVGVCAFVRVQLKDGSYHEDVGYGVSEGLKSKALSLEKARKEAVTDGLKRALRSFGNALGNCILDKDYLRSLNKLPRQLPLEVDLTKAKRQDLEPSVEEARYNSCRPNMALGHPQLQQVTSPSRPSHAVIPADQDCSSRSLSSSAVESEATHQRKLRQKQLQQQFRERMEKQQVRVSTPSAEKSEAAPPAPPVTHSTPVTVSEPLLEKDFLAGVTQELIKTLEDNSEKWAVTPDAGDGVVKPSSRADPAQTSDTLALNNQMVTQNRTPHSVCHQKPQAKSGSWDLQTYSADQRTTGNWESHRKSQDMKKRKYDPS
E-selectin induc: induces E-selectin expression in human endothelial cells; HUVEC E-selectin immunofluorescence imaging; normalized: neutral wells 0, TNF-alpha wells 100; activation, % at 7.58 µM; P16581; actives 0.37% (n = 260,000);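 active = mean E-selectin-positive cell signal at least 10% of the positive control, reached in at least 60% of replicates, without over 20% cell loss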;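 note: in these data hits start at about 27%; measured in HUVEC primary endothelial cells; signal is the percent of cells scored E-selectin positive by PE staining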
Target sequence (P16581 whole entry, looked up): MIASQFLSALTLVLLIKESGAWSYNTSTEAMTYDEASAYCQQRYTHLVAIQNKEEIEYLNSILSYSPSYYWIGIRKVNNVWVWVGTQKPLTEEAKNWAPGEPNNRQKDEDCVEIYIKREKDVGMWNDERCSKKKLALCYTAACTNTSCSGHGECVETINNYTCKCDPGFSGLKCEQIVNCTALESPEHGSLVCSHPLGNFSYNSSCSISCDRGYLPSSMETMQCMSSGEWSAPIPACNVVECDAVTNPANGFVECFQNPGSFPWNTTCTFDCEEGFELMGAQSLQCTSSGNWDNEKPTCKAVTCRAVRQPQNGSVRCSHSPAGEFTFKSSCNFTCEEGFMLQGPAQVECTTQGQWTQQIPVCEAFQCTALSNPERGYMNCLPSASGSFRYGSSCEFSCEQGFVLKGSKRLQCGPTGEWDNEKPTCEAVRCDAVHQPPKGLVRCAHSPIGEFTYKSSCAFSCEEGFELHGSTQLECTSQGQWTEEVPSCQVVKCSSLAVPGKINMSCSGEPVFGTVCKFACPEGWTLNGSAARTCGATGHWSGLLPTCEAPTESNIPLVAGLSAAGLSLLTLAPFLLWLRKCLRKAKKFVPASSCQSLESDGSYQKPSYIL
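material = human umbilical vein endothelial cells (HUVEC), E-selectin induction | quantity = 3,000 cells/well | medium = EGM-2 growth medium on 0.1% gelatin-coated wells | technique = immunofluorescence imaging | read-out basis = % PE-positive cells | control set = TNF-alpha positive control, DMSO neutral control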
PglD inh: inhibitors of Campylobacter jejuni PglD acetyltransferase. purified PglD enzyme, DTNB colorimetric CoA detection. inhibition, % at 12.5 µM. actives 0.098% (n = 360,000). AID 602405; in the data active = inhibition above about 16%, passing the limit was not always enough; note: strong numbers were not always called active
CASP6 VEID inh: inhibitors of human caspase-6. AID 686996. inhibition, % at 12.5 µM. actives 0.53% (n = 350,000). purified caspase-6, Z-VEID-R110 cleavage fluorescence. P55212;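 active = mean inhibition across replicates at least about 35%, with every replicate also reaching that limit, limit read from the data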;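 note: 0% = median of neutral control wells and 100% = no fluorescence left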
RAD54 inh: RAD54 (human) branch migration inhibition. RAD54 Holliday junction branch migration, FAM/BHQ fluorescence. inhibition, % at 10.4 µM. actives 0.14% (n = 360,000);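 active = mean normalized replicate activity at least 40 and at least half of replicates scoring 40 or more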;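 note: 0% = median of neutral control wells and 100% = median of positive control wells; inhibitors cause a drop in the FAM fluorescence signal; in these data hits start at about 50%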
ARNT TACC3 PPI: ARNT/TACC3 interaction disruption; actives 0.66% (n = 390,000); inhibition, % at 9.99 µM; AlphaScreen His-ARNT PAS-B/GST-TACC3 binding, luminescence; TACC3 fragment carries E629A point mutation;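 active = mean inhibition of replicates at least 50% and at least half of replicates each reaching 50%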;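 note: 0% = complete ARNT plus TACC3 wells and 100% = ARNT alone without TACC3; many hits fall short of the cut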
ERp5 inh: inhibitors of human ERp5; Q15084; ERp5 insulin aggregation, absorbance 650 nm, 90 min; inhibition, % at 9.99 µM; actives 0.05% (n = 350,000); AID 651711;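 active = mean replicate inhibition above about 25%, with every replicate also reaching it, limit read from the data, passing the limit was not always enough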
esBAF inh: SWI/SNF esBAF complex inhibition | reporter increase, % at 12.5 µM | actives 2% (n = 350,000) | mouse ES cells, Bmi1-luciferase knock-in reporter, 24 h; 100% = twice the neutral-well signal; in the data active = activation above about 40%;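 note: 0% = median of the plate's neutral control wells and 100% = double that signal; a rise in the Bmi1 reporter signal indicates esBAF inhibition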
Active calls of the source: *; . = not tested or not shown.

The first 3 records (preview)
SMILES	RAD52 anneal inh	E-selectin induc	PglD inh	CASP6 VEID inh	RAD54 inh	ARNT TACC3 PPI	ERp5 inh	esBAF inh
CN(C)c1ccc(-c2cccc(C3CC=CC4C3C(=O)N(Cc3ccccc3)C4c3ccc(C(F)(F)F)cc3)c2)cc1 (centres undefined)	.	-0.1	0	.	-2	1	.	21
CCCC#Cc1ccc2c(c1)O[C@H](CN(C)Cc1ccc3c(c1)OCO3)[C@@H](C)CN([C@@H](C)CO)S2(=O)=O	16	0.2	2	3	0	-14	-4	-11
O=C1NC[C@H](CC2CCCCC2)N(CCc2cccc3ccccc23)C1=O	-8	-0.1	.	-5	.	.	2	.

The list itself (from the top)
SMILES	RAD52 anneal inh	E-selectin induc	PglD inh	CASP6 VEID inh	RAD54 inh	ARNT TACC3 PPI	ERp5 inh	esBAF inh
CN(C)c1ccc(-c2cccc(C3CC=CC4C3C(=O)N(Cc3ccccc3)C4c3ccc(C(F)(F)F)cc3)c2)cc1 (centres undefined)	.	-0.1	0	.	-2	1	.	21
CCCC#Cc1ccc2c(c1)O[C@H](CN(C)Cc1ccc3c(c1)OCO3)[C@@H](C)CN([C@@H](C)CO)S2(=O)=O	16	0.2	2	3	0	-14	-4	-11
O=C1NC[C@H](CC2CCCCC2)N(CCc2cccc3ccccc23)C1=O	-8	-0.1	.	-5	.	.	2	.
N#CCC(=O)Nc1ccc(C(F)(F)F)cc1N1CCOCC1	-4	.	.	-6	.	-3	-2	.
Cc1ccc(-n2nc3c(c2NC(=O)c2ccc4c(c2)OCO4)CS(=O)C3)c(C)c1 (centres undefined)	6	0.0	5	1	-7	1	-1	.
C[C@H](CO)N1C[C@H](C)[C@H](CN(C)Cc2ccc(C(=O)O)cc2)OCCCC[C@H](C)Oc2ccc(NS(=O)(=O)c3cn(C)cn3)cc2C1=O	.	0.2	-4	.	0	-3	.	-2
C[C@H](CO)N1C[C@H](C)[C@H](CN(C)Cc2ccncc2)Oc2c(NS(=O)(=O)c3cccs3)cccc2C1=O	-102	-3.4	-1	-3	2	-14	8	0
C[C@@H]1CN([C@H](C)CO)C(=O)Cc2cc(NC(=O)Nc3ccccc3)ccc2O[C@@H]1CN(C)Cc1ccc(Cl)c(Cl)c1	-11	0.9	-3	11	-6	2	-4	-7
COc1cccc(Oc2cn[nH]c2-c2ccc(OC)cc2O)c1	.	.	4	.	-2	17	.	6
C[C@@H]1CN([C@H](C)CO)C(=O)c2cc(NC(=O)Nc3ccc(C(F)(F)F)cc3)ccc2O[C@@H](C)CCCCO[C@@H]1CN(C)C(=O)C1CCCCC1	-11	0.0	1	1	-11	-2	5	-3
O=C(Nc1cccc(O)c1)C1CC(c2c(F)cccc2Cl)=NO1 (centres undefined)	-14	.	7	0	-5	-1	0	7
CCc1ccccc1NCC(=O)Nc1ccccc1C(=O)OC	2	.	.	5	.	-6	6	.
COCCN(C[C@H]1[C@H](c2ccccc2)[C@@H](CO)N1C(C)=O)C(=O)c1ccncc1	-15	-0.1	1	3	6	-6	-1	-4
O=C(O)CSc1nnnn1-c1ccc2c(c1)OCCO2	.	.	5	.	4	-1	.	-2
Cc1cc(C)c(C)c(S(=O)(=O)N2CCNCC2)c1C	-25	2.1	2	-5	-5	-3	-3	2
C[C@@H]1CN([C@@H](C)CO)C(=O)c2cccc(NC(=O)CCCCCC(=O)Nc3ccccc3N)c2O[C@H]1CN(C)C(=O)NC1CCCCC1	2	-0.1	.	0	.	.	6	.
CO[C@@H]1CN(C)C(=O)c2cc(NC(=O)c3cc(C)on3)ccc2OC[C@H](C)N(C(C)=O)C[C@H]1C	-8	-0.1	1	0	-1	-11	-3	-3
CC1(C)CC(NC(=O)c2ccc(Cl)cc2Cl)CC(C)(C)N1	-9	.	4	0	-4	-1	4	-3
CCOC(=O)CN1C(=O)C(Sc2n[nH]c(-c3cccc(C)c3)n2)CCc2ccccc21 (centres undefined)	.	.	5	.	-9	-8	.	-4
COc1cccc(CNC(=O)[C@H]2[C@H](CO)[C@H]3Cn4c(ccc(-c5ccncc5)c4=O)[C@H]3N2C)c1	-8	-0.4	5	0	5	-4	-2	-2
COc1cc(C2c3cc(O)c(OC)cc3CC(C(=O)O)C2CO)ccc1O (centres undefined)	-42	-0.3	-2	2	8	-10	-5	-3
C[C@H](CO)N1C[C@H](C)[C@H](CN(C)S(C)(=O)=O)Oc2c(NC(=O)c3nc4ccccc4s3)cccc2C1=O	3	.	1	-4	0	-1	11	9
COc1ccc(NC(=O)N(C)C[C@@H]2Oc3ccc(NC(=O)Cn4cnnn4)cc3C(=O)N([C@@H](C)CO)C[C@@H]2C)cc1	-21	-2.3	1	4	0	-8	3	-2
C[C@H]1CN([C@@H](C)CO)C(=O)c2cc(C#CCN(C)C)cnc2O[C@@H]1CN(C)Cc1cccc(C(=O)O)c1	-28	.	-4	1	-4	-6	-8	0
O=C(C[C@@H]1CC[C@@H]2[C@H](COC[C@H](O)CN2S(=O)(=O)c2cccc(Cl)c2)O1)NCc1ccncn1	-4	0.0	-3	0	-6	2	-1	-7

Profiles from above:
Shown for C[C@@H]1CN([C@@H](C)CO)C(=O)c2cccc(NC(=O)CCCCCC(=O)Nc3ccccc3N)c2O[C@H]1CN(C)C(=O)NC1CCCCC1 → RAD52 anneal inh = 2; E-selectin induc = -0.1; PglD inh = .; CASP6 VEID inh = 0; RAD54 inh = .; ARNT TACC3 PPI = .; ERp5 inh = 6; esBAF inh = .
Shown for CN(C)c1ccc(-c2cccc(C3CC=CC4C3C(=O)N(Cc3ccccc3)C4c3ccc(C(F)(F)F)cc3)c2)cc1 (centres undefined) → RAD52 anneal inh = .; E-selectin induc = -0.1; PglD inh = 0; CASP6 VEID inh = .; RAD54 inh = -2; ARNT TACC3 PPI = 1; ERp5 inh = .; esBAF inh = 21

Sorted by count of non-hydrogen atoms (largest number first): some entries from above
SMILES	RAD52 anneal inh	E-selectin induc	PglD inh	CASP6 VEID inh	RAD54 inh	ARNT TACC3 PPI	ERp5 inh	esBAF inh
C[C@H](CO)N1C[C@H](C)[C@H](CN(C)S(C)(=O)=O)Oc2c(NC(=O)c3nc4ccccc4s3)cccc2C1=O	3	.	1	-4	0	-1	11	9
COc1cccc(Oc2cn[nH]c2-c2ccc(OC)cc2O)c1	.	.	4	.	-2	17	.	6
CC1(C)CC(NC(=O)c2ccc(Cl)cc2Cl)CC(C)(C)N1	-9	.	4	0	-4	-1	4	-3

Continuation.
SMILES	RAD52 anneal inh	E-selectin induc	PglD inh	CASP6 VEID inh	RAD54 inh	ARNT TACC3 PPI	ERp5 inh	esBAF inh
CCCn1c(=O)c(Cc2ccccc2)c(O)c2ccccc21	.	.	-3	.	8	-1	.	-1
O=C1C2CCCN2C(=S)N1c1ccc(Cl)cc1 (centres undefined)	-12	.	2	1	-2	-3	6	11
COc1ccc(CN(C)C(C)C(=O)Nc2ccc(S(=O)(=O)N3CCCCC3)cc2)cc1F (centres undefined)	-18	.	-2	2	-5	.	-22	24
O=C(Nc1ccc(N2CCN(C(=O)c3cccs3)CC2)cc1)c1ccc([N+](=O)[O-])o1	8	-0.8	1	4	2	22	1	-79
Cc1ccc(-c2csc(C(O)c3ccc(F)c(F)c3)n2)cc1C (centres undefined)	10	0.7	11	9	-5	.	-7	0
COc1ccc(-n2cccc2/C=C/[N+](=O)[O-])cc1	-4	-0.1	17	2	9	-38	1	.
COc1ccc(/C=C(/NC(=O)c2ccco2)C(=O)Nc2ccc(C(C)=O)cc2)cc1	-20	0.0	.	6	.	2	0	-7
O=C(O)[C@@H]1CCCN1c1ncnc2sc3c(c12)CCC3	.	.	-5	.	-16	2	.	-6
CCN1C(=O)[C@H]2[C@@H](c3ccc(C)cc3)N3C(=O)N(c4ccc(C(F)(F)F)cc4)C(=O)[C@@]3(Cc3ccccc3)[C@H]2C1=O	-17	-0.2	-1	-2	8	2	7	16
COc1ccccc1CN(C)c1ccc(S(=O)(=O)N2CCN(C)CC2)cn1	-14	.	-3	-1	15	13	31*	13
CCN1CCN(C(=O)Cn2cnc3sc(C)c(S(=O)(=O)N4CCN(c5ncccn5)CC4)c3c2=O)CC1	-10	.	.	1	.	9	-3	.
O=C(COC(=O)c1ccccn1)Nc1c(Cl)cccc1Cl	.	.	7	.	-7	0	.	-2
COc1ccccc1CC1S/C(=N/N=C/c2ccco2)NC1=O (centres undefined)	-16	.	.	2	.	0	-4	.
CC(=O)N1CCN(S(=O)(=O)c2cccc(C(=O)N(Cc3ccccc3)c3ccc(C)cc3)c2)CC1	-3	-0.3	0	-110	-1	.	-1	11
COC(=O)C[C@H]1CC[C@H]2[C@@H](COc3ccc(NC(=O)Nc4cccc(F)c4)cc3C(=O)N2C)O1	-13	-0.1	.	0	.	.	3	.
CC(=O)Nc1c(-c2ccc3ccccc3c2)nc2ccccn12	-12	0.3	4	-6	1	2	6	57*
COc1nnc(-c2ccc(C)cc2)c2ccccc12	-11	.	2	1	7	11	0	-2
CCCNC(=O)N(C)C[C@@H]1Oc2cc(-c3ccccc3)ccc2S(=O)(=O)N([C@H](C)CO)C[C@@H]1C	5	-0.2	4	2	5	8	6	-7
C[C@H]1CN([C@@H](C)CO)C(=O)Cc2cc(NC(=O)NC3CCCCC3)ccc2O[C@@H]1CN(C)S(=O)(=O)c1cn(C)cn1	16	-15	7	0	-4	-14	0	5
CCN(CC)C(=O)CCc1nnc(Cc2cccc(C(F)(F)F)c2)o1	-5	.	.	3	.	-6	1	.
CN1/C(=C\C(=O)c2cncc(Br)c2)C(C)(C)c2ccccc21	.	2.0	-17	.	0	-26	.	.
O=C(CCNS(=O)(=O)c1ccc(Br)s1)N1CCCCC1	.	.	3	.	6	-4	.	-3
CC1CCN(C(=O)c2nc[nH]c2C(=O)N2CCc3ccccc3C2)CC1	-12	-0.1	-3	-2	8	-6	6	-5
c1ccc(-c2noc(-c3cccnc3)n2)cc1	.	.	0	.	5	-1	.	22
COc1ccc(N2CCN(C(=O)CSc3ncccc3-c3nc4ccccc4[nH]3)CC2)cc1	-10	.	3	5	-9	0	1	-7
O=C(c1ncc[nH]1)c1cccs1	-1	0.1	3	-4	10	-3	1	5
COc1ccc(NC(=O)N(C)C[C@@H]2OCCCC[C@@H](C)Oc3ccc(NC(=O)CCCN(C)C)cc3C(=O)N([C@H](C)CO)C[C@H]2C)cc1	-18	0.1	-1	2	7	14	-4	3
S=C(NCCc1ccccn1)Nc1ccc(Cl)cc1Cl	-9	0.0	.	-2	.	0	-6	.
CCCNC(=O)[C@H]1[C@H](CO)[C@H]2Cn3c(cccc3=O)[C@@H]1N2S(=O)(=O)c1ccccc1F	12	0.1	3	-1	15	-29	-2	-5
O=C(CSCC(=O)N1CCCCC1)Nc1nc(-c2ccccc2)c(-c2ccccc2)s1	-7	.	3	-2	-10	6	-1	0

Some values from above:
Under RAD54 inh, COCCN(C[C@H]1[C@H](c2ccccc2)[C@@H](CO)N1C(C)=O)C(=O)c1ccncc1 is entered as 6
Under CASP6 VEID inh, COC(=O)C[C@H]1CC[C@H]2[C@@H](COc3ccc(NC(=O)Nc4cccc(F)c4)cc3C(=O)N2C)O1 is entered as 0
Under ERp5 inh, CCc1ccccc1NCC(=O)Nc1ccccc1C(=O)OC is entered as 6
Under ERp5 inh, S=C(NCCc1ccccn1)Nc1ccc(Cl)cc1Cl is entered as -6
Under CASP6 VEID inh, COc1ccc(NC(=O)N(C)C[C@@H]2Oc3ccc(NC(=O)Cn4cnnn4)cc3C(=O)N([C@@H](C)CO)C[C@@H]2C)cc1 is entered as 4
